# Compound activity from PubChem BioAssay.
# AmpC det inh = AmpC beta-lactamase inhibition, detergent assay | actives 0.09% (n = 71,000) | Potency, µM (top dose mostly 28.7 µM), without a hit: top-dose activity change, negative = inhibition | AID 584 | purified AmpC, nitrocefin hydrolysis with detergent; active means well fitted curve in the direction sought with a large enough effect
# Target sequence (P00811 whole entry, looked up): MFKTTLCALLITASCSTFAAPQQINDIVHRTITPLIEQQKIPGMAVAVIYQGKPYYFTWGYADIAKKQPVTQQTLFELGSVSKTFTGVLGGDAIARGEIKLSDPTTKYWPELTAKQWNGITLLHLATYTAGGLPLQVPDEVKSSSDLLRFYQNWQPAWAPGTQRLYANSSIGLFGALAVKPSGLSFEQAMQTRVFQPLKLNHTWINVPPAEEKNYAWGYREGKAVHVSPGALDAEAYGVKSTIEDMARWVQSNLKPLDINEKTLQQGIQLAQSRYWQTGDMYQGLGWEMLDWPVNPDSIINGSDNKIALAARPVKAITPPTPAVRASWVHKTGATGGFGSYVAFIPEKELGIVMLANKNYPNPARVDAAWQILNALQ
#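 E. coli AmpC (5.3 nM) in 20 mM phosphate pH 7.0 with 0.01% Triton X-100, preincubated 15 min RT with compound; nitrocefin (2 uL of 800 uM stock) hydrolysis followed by 480 nm absorbance every 20 s over 4 min.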
# Starred values were filed as active, the others as inactive; & = joins results of further samples; [ ] = remark or other dose. On the % scale 0 is the no-effect control and ±100 the full control effect; potency means the concentration at half of the fitted maximal effect.
nr | SMILES | AmpC det inh
1 | COc1cc(NC(=O)c2ccco2)c(OC)cc1NC(=O)CCC(=O)Nc1cc(C)cc(C)c1 | 8%
2 | COc1cccc(C2c3c(oc4cc(C)c(C)cc4c3=O)C(=O)N2CCCN(C)C)c1 (centres undefined) | 6%
3 | COc1cccc(NC(=O)c2ccccc2-c2nc(-c3ccc(Cl)cc3)no2)c1 | -5%
4 | COC(=O)[C@@H]1C[C@@]1(C)[C@@H](NP(=O)(c1ccccc1)c1ccccc1)c1ccccc1 | 9%
5 | CCc1ccccc1NC(=O)CSc1nnc([C@@H](NC(=O)OC(C)(C)C)C(C)C)o1 | 14%
6 | COCCCn1c(N)c(C(=O)OCCOC)c2nc3ccccc3nc21 | -5%
7 | CCOC(=O)C1=C(c2ccccc2)NC(=O)NC1c1ccc(N(C)C)cc1 (centres undefined) | 4%
8 | COCc1nc(-c2ccc(-c3ccc(C)cc3)nc2OC)no1 | -4%
9 | CCc1cc2c(C)cc(=O)oc2cc1OC(=O)C1CCCN1C(=O)OC(C)(C)C (centres undefined) | -6%
10 | Cc1onc(-c2ccccc2Cl)c1C(=O)Nc1nn[nH]n1 | 7%
11 | CCn1c(SCc2cc(=O)[nH]c3ccccc23)nc2c1c(=O)n(C)c(=O)n2C | 8%
12 | O=C(c1ccc2c(c1)C(=O)N(Cc1ccco1)C2=O)N1CCOCC1 | 2%
13 | CCCCCCN(C(=O)CCCCCN1C(=O)NC(c2ccc(-c3ccccc3)cc2)C(C(=O)OCc2ccccc2)=C1C)C(C(=O)NCCCC)c1cccc(C(=O)OC)c1 (centres undefined) | 14%
14 | CC(=O)N[C@H](Cc1ccc(O)cc1)C(=O)O | 0%[5.75 µM]
15 | C/C(N)=C(/C#N)C(=O)CSc1nc2ccc(C)cc2[nH]1 | -5%
16 | CC(C)(C)NC(=O)C(c1ccccc1)N(C(=O)c1ccco1)C1CC1 (centres undefined) | -1%
17 | COC(=O)c1ccc(OC(=O)c2nn(C)cc2Cl)c(OC)c1 | 1%
18 | Cn1c(SCc2cnc(-c3ccccc3)s2)nnc1C1COc2ccccc2O1 (centres undefined) | 10%
19 | CC(C)N1C[C@@]23C=C[C@@H](O2)C(C(=O)OCc2ccccc2)[C@H]3C1=O (some centres undefined) | 0%
20 | Cc1occc1C(=O)N1CCN(c2ncccn2)CC1 | 17%
21 | Cc1cccc(N(CC(=O)NCC2CCCO2)C(=O)CCC(=O)Nc2cc(C)on2)c1 (centres undefined) | 0%
22 | Cc1cccc(-c2c3c(=O)n(C)c(=O)n(C)c3c3nnc4ccccc4n23)c1 | -1%
23 | COc1ccc(S(=O)(=O)Nc2c(C)n(C)n(-c3ccccc3)c2=O)cc1 | -6%
24 | O=C1CC(C(=O)Nc2ccccc2C(=O)O)C(c2ccccc2)O1 (centres undefined) | -1%
25 | COc1ccc(-c2noc(CN3CCN(c4ccccc4F)CC3)n2)cc1OC | -1%
26 | COc1ccc(-c2nc(N)nc(C)c2Oc2ccccc2Br)c(O)c1 | 2%
27 | CCSc1ccccc1C(=O)N1CCN(c2ccccc2F)CC1 | -4%
28 | COC(=O)c1ccccc1 | 10%
29 | COc1ccc(NC(=O)c2oc3ccccc3c2NC(=O)C2CC2)cc1 | -5%
30 | Cc1cccnc1NC(=O)Nc1ccc(F)cc1 | 0%
31 | COc1ccc(Cl)cc1NC(=O)N1CCN(S(C)(=O)=O)CC1 | 27%
32 | CC(=O)c1sc(-c2c(C)nc3sccn23)nc1C1CCCC1 | -5%

# Five records picked at random from the list so far, as already listed:
nr | SMILES | AmpC det inh
21 | Cc1cccc(N(CC(=O)NCC2CCCO2)C(=O)CCC(=O)Nc2cc(C)on2)c1 (centres undefined) | 0%
24 | O=C1CC(C(=O)Nc2ccccc2C(=O)O)C(c2ccccc2)O1 (centres undefined) | -1%
1 | COc1cc(NC(=O)c2ccco2)c(OC)cc1NC(=O)CCC(=O)Nc1cc(C)cc(C)c1 | 8%
12 | O=C(c1ccc2c(c1)C(=O)N(Cc1ccco1)C2=O)N1CCOCC1 | 2%
20 | Cc1occc1C(=O)N1CCN(c2ncccn2)CC1 | 17%

# Further entries.
nr | SMILES | AmpC det inh
33 | O=C1CSC(=O)N1CCOCCN1C(=O)CSC1=O | 13%
34 | O=C(Nc1ccc2c(c1)OCCO2)c1ccccc1F | -1%
35 | Cc1cc(C)c2c(SCc3ccc(Cl)cc3Cl)nc(N)nc2n1 | -2%[5.75 µM]
36 | CCc1cccc(NC(=O)Cn2cc3c(n2)CCCC3)c1 | 6%
37 | CCOC(=O)CCc1c(C)nc(SCCN2CCCC2)c(C#N)c1C | 8%
38 | O=C(c1ccc(NC(=O)C2(c3ccccc3)CCOCC2)cc1)N1CCOCC1 | -3%
39 | CSCCC(NC(N)=O)C(=O)N(C)CC(=O)Nc1ccc(C)cc1 (centres undefined) | 1%
40 | O=C1c2oc3ccc(Cl)cc3c(=O)c2C(c2ccco2)N1CCN1CCOCC1 (centres undefined) | 9%

# An excerpt of these results, field by field:
36) CCc1cccc(NC(=O)Cn2cc3c(n2)CCCC3)c1
  AmpC det inh = 6%

37) CCOC(=O)CCc1c(C)nc(SCCN2CCCC2)c(C#N)c1C
  AmpC det inh = 8%

38) O=C(c1ccc(NC(=O)C2(c3ccccc3)CCOCC2)cc1)N1CCOCC1
  AmpC det inh = -3%

39) CSCCC(NC(N)=O)C(=O)N(C)CC(=O)Nc1ccc(C)cc1 (centres undefined)
  AmpC det inh = 1%

# The list continues:
nr | SMILES | AmpC det inh
41 | C=CCn1c(CCCNC(=O)CCC)nc2ccccc21 | -3%
42 | NC(=O)CNCCC(c1ccccc1)c1ccccc1 | -1%
43 | O=C(C1CCC1)N1CCc2cc(S(=O)(=O)N3CCc4ccccc4C3)ccc21 | -6%
44 | COc1ccc(N2CCN(C(c3cccs3)C(C)NC(=O)c3ccco3)CC2)cc1 (centres undefined) | 21%
45 | O=C(NCCN1CCOCC1)c1cc(-c2ccc(Cl)cc2)on1 | 10%
46 | N[C@H](C(=O)O)[C@@H]1C[C@@H]1C(=O)O | 0%&0%
47 | CCN1CCN(c2ncc(C(=O)N3CCCc4ccccc43)c3ccccc23)CC1 | 26%
48 | CCC(C)(C)n1nnnc1CN(Cc1cccs1)Cc1cc2cc(OC)ccc2[nH]c1=O | 11%
49 | CCN(CC)CCN1C(=O)C(=O)/C(=C(/O)c2cnn(-c3ccccc3)c2C)C1c1cccnc1 (centres undefined) | -5%
50 | CCOc1cc(CNn2cnnc2)ccc1OCC(=O)NC1CCCCC1 | -1%
51 | O=C1C=CC(=Nc2cccc3c(N=C4C=CC(=O)O4)cccc23)O1 | -4%[5.75 µM]
52 | CCC(C)C(NC(=O)c1ccccc1NC(=O)c1ccco1)C(=O)O (centres undefined) | -2%
53 | Cc1ccc(-c2nc3ncccn3c2NC(=O)C2CC2)cc1 | 0%
54 | Cc1[nH]n2c(=O)c3c(nc2c1-c1ccc(Cl)cc1)CCC3 | 2%
55 | NCCCCCCCCCCNS(=O)(=O)c1cccc2c(Cl)cccc12 | 0%
56 | O=S(=O)(NCC(c1cccnc1)N1CCN(c2ccccc2)CC1)c1cccs1 (centres undefined) | 0%
57 | N#Cc1c[nH]n2c(=O)cc(Cc3ccccc3)nc12 | -4%
58 | O=S(=O)(NCc1ccccc1)c1cnc[nH]1 | 10%
59 | Cc1cccc(N2CCN(C(=O)Cn3cccc3)CC2)c1C | 15%
60 | COCCOC(=O)C1=C(C)NC(=O)NC1c1cn(-c2ccccc2)nc1-c1cccs1 (centres undefined) | 14%
61 | CCOC(=O)C1CCN(C=Nc2cc(C)on2)CC1 | -1%
62 | O=C(CSc1nnc(-c2cccs2)n1-c1ccccc1)Nc1ccccc1 | -3%
63 | Cc1cccc(OCc2nnc(SCC(=O)N3CCCC3)n2C)c1 | 13%
64 | Cc1[nH]n2c(=O)c3c(nc2c1-c1ccccc1)CCCC3 | 0%
65 | COc1ccc(-c2nnc(-c3ccc(Br)o3)o2)cc1OC | -2%
66 | Cc1ccc2c(CN3CCN(CCO)CC3)cc(=O)oc2c1 | -5%
67 | Cc1csc(NC(=O)CSc2nncn2C)n1 | -5%
68 | CC(C)C(NC(=O)CN1C(=O)c2ccccc2S1(=O)=O)C(C)C | 12%
69 | c1ccc(-c2nc(NC3CC3)nc(-n3ccnc3)n2)cc1 | -3%
70 | O=C(O)CN(Cc1ccco1)S(=O)(=O)c1ccc(F)cc1 | 3%
71 | Cn1nnc2cc(C(=O)N3CCSCC3)ccc21 | -2%
72 | COc1ccc(C(=O)N2CCN(Cc3ccccc3C)CC2)cc1OC | -7%
73 | c1ccc(OCCOc2ccccc2-c2nnco2)cc1 | 0%
74 | CCCc1ncc(C(O)c2cccc(OC)c2OC)n1C (centres undefined) | 9%
75 | O=C(CCC(=O)N(c1ccccc1)C(C(=O)NC1CCCC1)c1ccncc1)Nc1cccnc1 (centres undefined) | 15%
76 | COc1ccc(-c2nc3c(c(=O)n(C)c(=O)n3C)n2CC2CC(c3ccccc3)=NO2)cc1OC (centres undefined) | -1%
77 | O=C(c1cccc(F)c1)N1CCC2(CCCN(c3ccncc3)C2)CC1 | -3%
78 | CNCCC=C1c2ccccc2C=Cc2ccccc21 | 3%[12.8 µM]
79 | COc1ccc(C(=O)N2CCC[C@@]3(CCN(C(=O)Nc4ccccc4)C3)C2)cc1 | -1%
80 | Cn1c(=O)n(C)c2cc(C(N)=O)ccc21 | -2%
81 | CC(C)N1C(=O)CCC1C(=O)NCCc1ccccc1 (centres undefined) | -2%
82 | Cc1ccc(CNn2cnnc2SCC(=O)NC(C)(C)C)cc1 | 2%
83 | COc1cc(NC(=O)CCN2CCN(c3ccccc3F)CC2)cc(OC)c1 | 12%
84 | CSc1nc2ccc(NC(=O)C3CCCO3)cc2s1 (centres undefined) | 11%
85 | C=C(C)n1c(=O)[nH]c2ccccc21 | -1%
86 | CCCCCC(=O)N(O)C1CC(=O)N(c2ccccc2)C1=O (centres undefined) | 0%
87 | C/C=C1/C(=O)C[C@H]2[C@@H]3CCC4=CC(=O)CC[C@]4(C)[C@H]3CC[C@]12C | 9%
88 | Cc1cc(Cl)c(S(=O)(=O)N2CCCCCC2)cc1OCC(N)=O | -3%

# In a second layout: entries from further up
81: CC(C)N1C(=O)CCC1C(=O)NCCc1ccccc1 (centres undefined)
- AmpC det inh: -2%

82: Cc1ccc(CNn2cnnc2SCC(=O)NC(C)(C)C)cc1
- AmpC det inh: 2%

# Following part
nr | SMILES | AmpC det inh
89 | CCOC(=O)N1CCC(N2Cc3cccc(C(=O)O)c3C2=O)CC1 | 13%
90 | Cc1cc(C)cc(NC(=O)CSc2nnc(-c3ccc(S(=O)(=O)N4CCCC4)cc3)o2)c1 | 13%
91 | NCc1ccc(-c2nc3ccccc3o2)cc1 | 0%
92 | OC[C@@H]1CCC[C@H](n2cnc3c(=S)nc[nH]c32)O1 | -3%[5.75 µM]
93 | CC1=C(/C=C/C(C)=C/C=C/C(C)=C/CO)C(C)(C)CCC1 | 10%
94 | NC(=O)c1cnn2c(C(F)(F)F)cc(-c3ccccc3)nc12 | -3%
95 | CCSc1nnc(NC(=O)CSc2nccn2-c2cccc(C)c2)s1 | -1%
96 | CCC1CCCCN1CCCNC(=O)C1CCN(S(=O)(=O)N2CCCCC2)CC1 (centres undefined) | 1%
97 | COc1ccc(C2C(C(=O)N3CC(C)CC(C)C3)c3ccccc3C(=O)N2C)cc1 (centres undefined) | -3%
98 | CSc1nsc(SC)c1NC(=O)N1CCCC1 | 23%
99 | CCOC(=O)C1CCCN(C(=O)Cn2ncc3c(=O)oc4ccc(C)cc4c32)C1 (centres undefined) | 5%
100 | CN(C)c1ncc2nc(-c3ccc(F)cc3)c(=O)n(CCC#N)c2n1 | 0%
101 | COC(=O)c1c(C(=O)OC)c2oc3ccccc3n2c1Cl | 0%
102 | Clc1ccc(-c2nnc(N3CCCC3)nn2)cc1 | -20%
103 | CCOC(=O)N1CCN(S(=O)(=O)c2cccc3nsnc23)CC1 | -3%
104 | Cn1c(C(O)c2ccc3c(c2)OCO3)nc2ccccc21 (centres undefined) | -3%
105 | O=C(Cn1c2c(c(-c3ccccc3)cc1=O)CCCC2)N1CCCCCC1 | 6%
106 | O=C(Nc1ccc(O)cc1C(=O)O)c1cccc(Br)c1 | -3%
107 | Clc1ccc(C2=Nn3c(nnc3-c3n[nH]c4c3CCC4)SC2)cc1 | -11%
108 | COCCn1c(SCC(=O)N2CCCC2)nnc1-c1ccoc1C | 4%
109 | COc1ccccc1CNCCCCCCNCCCCCCCCNCCCCCCNCc1ccccc1OC | -4%
110 | CCc1nnc(NC(=O)CSc2ncc(-c3ccccc3)n2CC)s1 | 7%
111 | CN1C(=O)CSc2ccc(NC(=O)NCCC3=CCCCC3)cc21 | 0%
112 | COc1ccc(N2CCN(S(=O)(=O)c3ccc(Br)s3)CC2)cc1 | 0%
113 | O=S(=O)(O)n1ccnc1 (tested in a mixture with another compound) | -1%[5.75 µM]
114 | COC(=O)Cc1n[nH]c(=S)[nH]c1=O | -3%
115 | COc1ccccc1C(=O)N1CCN(S(=O)(=O)Cc2ccccc2)CC1 | -2%
116 | O=c1c(-c2ccccc2)nc2cnc(N3CCOCC3)nc2n1C1CC1 | 1%
117 | CCCCC(CC)Cn1c2nc3ccccc3nc2c2c(=N)oc(C)nc21 (centres undefined) | -1%
118 | Clc1ccccc1C(c1ccccc1)(c1ccccc1)n1ccnc1 | -1%[12.8 µM]
119 | O=C(O)CCc1ccc(-c2ccc(Br)cc2)o1 | -2%
120 | CN(Cc1ccccc1)C(=O)Nc1ccccc1 | -5%
121 | CCOc1ccc(NC2CCN(C(C)=O)CC2)cc1 | 11%
122 | Cc1ccccc1OC(C)C(=O)NC1CCCC1 (centres undefined) | -3%
123 | CC1Cc2ccccc2N1C(=O)CCS(=O)(=O)c1cccc2nonc12 (centres undefined) | 6%
124 | COc1ccccc1CN(Cc1nc2ccccc2c(=O)[nH]1)C(=O)Nc1ccccc1 | -8%
125 | C(=C\CSc1nnnn1-c1ccccc1)/CSc1nnnn1-c1ccccc1 | 5%
126 | CC(=O)Nc1cccc(Oc2ccc(-c3noc(C)n3)cc2)c1 | 8%
127 | O=c1c2ccccc2nc(SCc2nc3ccccc3s2)n1Cc1ccco1 | 0%

# Quoted from the listing.
# cpd 123 in AmpC det inh has 6%
# cpd 126 in AmpC det inh has 8%

# This is a subset; count on the stated rates, not on these rows.
